TRHR PAM = qHTS for Small Molecule Agonists and Allosteric Enhancers of Human TRH Receptor: Primary Screen for Enhancers. Thyrotropin-releasing hormone receptor (Homo sapiens), P34981. TRHR cells, fluo-8 calcium fluorescence, EC20 TRH enhancement. enhancement, % at 2 µM. actives 0.66% (n = 360,000). AID 493056, 2011; in the data active = enhancement above about 30%; also: 0% is about no effect
Target sequence (P34981 whole entry, looked up): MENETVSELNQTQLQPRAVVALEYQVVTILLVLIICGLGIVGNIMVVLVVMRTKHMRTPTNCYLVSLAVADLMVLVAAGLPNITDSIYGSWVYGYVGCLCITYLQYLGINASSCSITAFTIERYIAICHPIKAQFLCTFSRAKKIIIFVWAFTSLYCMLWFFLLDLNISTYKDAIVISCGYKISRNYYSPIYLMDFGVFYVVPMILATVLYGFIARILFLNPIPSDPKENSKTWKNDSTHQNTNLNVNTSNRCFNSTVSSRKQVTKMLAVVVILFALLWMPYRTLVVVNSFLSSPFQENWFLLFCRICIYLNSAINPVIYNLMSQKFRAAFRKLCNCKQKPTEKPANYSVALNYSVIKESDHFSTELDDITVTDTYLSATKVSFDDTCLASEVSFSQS
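Enhancer read-out: after compound pinning and an initial kinetic agonist-mode read, an EC20 of TRH (10 nM final) was injected and fluo-8 calcium signal (Ex 480/Em 530) followed at 1 s/cycle for 100 cycles in TRHR-expressing cells.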
D2 antag = HTS Assay for Allosteric Antagonists of the Human D2 Dopamine Receptor: Primary Screen for Antagonists; actives 2% (n = 340,000); HEK293 TREx D2 cells, calcium flux, dopamine EC80; D(2) dopamine receptor (Homo sapiens), P14416; inhibition, % at 10 µM; in the data active = inhibition above about 30%; also: 0% is about no effect
Target sequence (P14416 whole entry, looked up): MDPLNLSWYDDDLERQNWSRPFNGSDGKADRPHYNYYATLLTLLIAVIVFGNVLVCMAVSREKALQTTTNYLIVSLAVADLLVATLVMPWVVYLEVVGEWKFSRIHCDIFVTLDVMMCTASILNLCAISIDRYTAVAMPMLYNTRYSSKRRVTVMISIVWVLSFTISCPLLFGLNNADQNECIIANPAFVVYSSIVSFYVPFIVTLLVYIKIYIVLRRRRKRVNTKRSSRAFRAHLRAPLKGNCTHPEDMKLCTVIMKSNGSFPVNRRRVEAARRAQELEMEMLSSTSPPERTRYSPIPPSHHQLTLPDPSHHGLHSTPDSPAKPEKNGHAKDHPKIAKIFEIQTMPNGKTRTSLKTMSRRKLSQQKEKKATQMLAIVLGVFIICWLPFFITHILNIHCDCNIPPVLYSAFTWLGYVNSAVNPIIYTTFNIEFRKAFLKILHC
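Inhibition of EC80 dopamine-driven calcium flux, recorded kinetically, defines activity here; cells are a tetracycline-induced HEK293 T-REx line expressing force-coupled D2.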
D1 agonist = Allosteric Agonists of the Human D1 Dopamine Receptor: qHTS; D(1A) dopamine receptor (Homo sapiens), P21728; HEK293 T-REx D1 cells, calcium flux, agonist mode; activation, % at 2 µM; actives 1% (n = 360,000); also: 0% is about no effect
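Agonism was scored from calcium flux recorded over 180 s (1 read/s) after pintool compound addition, following a 10-cycle baseline. Cells were inducible force-coupled HEK293 TREx D1, plated overnight at 30 C and loaded with no-wash calcium dye.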
RXFP1 antag = qHTS Assay for Antagonists of the Relaxin Receptor RXFP1; Relaxin receptor 1 (Homo sapiens), Q9HBX9; HEK293-RXFP1, relaxin-stimulated cAMP HTRF, 30 min; active compounds read low; activity change, negative = inhibition, % at 57.5 µM; actives 0.59% (n = 350,000); AID 1259400, 2018;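 active = activity change of -60% or lower, but not beyond a set lower limit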; also: % is scaled to controls: 0 for no effect and ±100 for the full control effect
D2 PAM = HTS Assay for Positive Allosteric Modulators of the Human D2 Dopamine Receptor: Primary Screen for Potentiators; D(2) dopamine receptor (Homo sapiens), P14416; HEK293 T-REx D2, calcium flux, EC20 dopamine potentiation; potentiation, % at 10 µM; actives 0.34% (n = 340,000);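 active = potentiation over 3 SD above the plate norm, cut at about 30% in these data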; also: 0% is about no effect
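Using a no-wash calcium dye in inducible, force-coupled HEK293 Trex cells expressing D2, we tracked fluorescence each second for 180 s after compound, then for 180 s after EC20 dopamine to detect augmented signalling.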
TRHR agonist = qHTS for Small Molecule Agonists and Allosteric Enhancers of Human TRH Receptor: Primary Screen for Agonists; activation, % at 2 µM; actives 0.18% (n = 360,000); AID 493084, 2011; TRHR cells, calcium flux fluo-8, FDSS agonist mode; Thyrotropin-releasing hormone receptor (Homo sapiens), P34981; also: 0% is about no effect
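Agonist-mode FDSS calcium read (Ex 480/Em 530, 1 s cycles) in 1536-well TRHR cells with fluo-8 dye, after 10-cycle baseline and 23 nL compound addition; TRH at EC20 (10 nM final) added afterwards for the enhancer phase.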
D2 ag = HTS Assay for Allosteric Agonists of the Human D2 Dopamine Receptor: Primary Screen for Agonists; D(2) dopamine receptor (Homo sapiens), P14416; HEK293 T-REx D2 cells, calcium flux agonist mode; activation, % at 2 µM; actives 0.53% (n = 340,000);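 active = activation over 3 SD above normal in the single-dose calcium agonist read, cut at about 30% in these data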; also: 0% is about no effect
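HEK293 Trex D2 cells, tetracycline-induced, o/n 30 C 5% CO2; no-wash Ca dye, RT 30–90 min; 10-cycle baseline, 23 nl cpd added, kinetic Ca read 180 s; agonist hits = positive Ca response.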
D1 antagonist = Antagonist of Human D 1 Dopamine Receptor: qHTS. activity change, negative = inhibition, % at 10 µM. D(1A) dopamine receptor (Homo sapiens), P21728. HEK293 TREx D1 cells, calcium flux, dopamine EC80; active compounds read low. actives 3.2% (n = 360,000); in the data active = activity change below about -30%; also: % is scaled to controls: 0 for no effect and ±100 for the full control effect
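Kinetic fluorescence of a calcium dye serves as the read-out. D1-expressing Hek293 Trex cells, induced overnight at 30 C, are exposed to compound for 180 s before an EC80 dopamine addition, then read 180 s further.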
D1 PAM = Potentiators of Human D1 Dopamine Receptor: qHTS. HEK293 TREx D1 cells, calcium flux, dopamine EC20 potentiation. potentiation, % at 10 µM. actives 0.036% (n = 360,000); in the data active = potentiation above about 30%; also: 0% is about no effect
Numbers without * were called inactive; & = joins results of further samples. Rule as the data show it, unless noted: active = activation above about 30%; inactive = the rest.

CCOC(=O)C1CCCN(CC(O)COc2ccc(OC)cc2C(C)(C)C)C1 (stereo not drawn) was read as TRHR PAM 0, D2 antag 1, D1 agonist 1, RXFP1 antag 1, D2 PAM -18, TRHR agonist 0.4, D2 ag 1.1, D1 antagonist 19 and D1 PAM -1.
CCc1ccc(N(C(=O)c2ccco2)C(C(=O)NC2CCCC2)c2ccncc2)cc1 (stereo not drawn) was read as TRHR PAM -11, D2 antag 4, D1 agonist 0, RXFP1 antag -1, TRHR agonist -0.6, D2 ag -1.8, D1 antagonist 15 and D1 PAM -2.
`O=C(CN1CCOCC1)Nc1ccc(Br)cn1` gave TRHR PAM -5, D2 antag -8, D1 agonist 0, RXFP1 antag 0, D2 PAM 1, TRHR agonist -0.3, D2 ag 0.1, D1 antagonist -4 and D1 PAM -3.
COc1ccc(CCNC(=O)c2cc(-c3cc(C)ccc3O)n[nH]2)cc1OC was read as TRHR PAM 15, D2 antag -11, D1 agonist 0, RXFP1 antag -28, D2 PAM 6, TRHR agonist 0.3, D2 ag 0.4, D1 antagonist -19 and D1 PAM -4.
Screening C=CCn1c(CCNC(=O)c2ccc(Cl)c(Cl)c2)nnc1SCCOc1ccc(OC)cc1 returned TRHR PAM -8, D1 agonist 1, RXFP1 antag -18, D2 PAM -5, TRHR agonist 1.0, D1 antagonist 6 and D1 PAM 3.
For CN1CCN(C(=O)Nc2ccccc2CC[N+](=O)[O-])CC1 the results were TRHR PAM 2, D2 antag -10, D1 agonist 1, RXFP1 antag -13, D2 PAM -3, TRHR agonist -0.3, D2 ag 1.2, D1 antagonist 10 and D1 PAM -7.
Screening O=C(Nc1nnc(S(=O)(=O)N2CCN(c3ccc(F)cc3)CC2)s1)c1ccc(Cl)cc1 returned TRHR PAM -7, D1 agonist 5, RXFP1 antag -12, D2 PAM 6, TRHR agonist 0.5, D2 ag -0.4, D1 antagonist -10 and D1 PAM 0.
`Cc1ccc2[nH]c(=O)c3cc(C(=O)N(C)c4ccc(C)c(C)c4)sc3c2c1` gave TRHR PAM 3, D2 antag -16, D1 agonist 1, RXFP1 antag -2, D2 PAM -5, TRHR agonist 0.0, D2 ag -1.0, D1 antagonist -6 and D1 PAM 1.
`Nc1nc(-c2ccc(Br)s2)c(Br)s1` gave TRHR PAM 2, D2 antag 9, D1 agonist 3, RXFP1 antag -5, D2 PAM 12, TRHR agonist 0.3, D2 ag -2.9, D1 antagonist 1 and D1 PAM -1.
`COc1ccc(/C=C(\C#N)C(=O)OCC(=O)NCc2ccco2)cc1` gave TRHR PAM -3, D2 antag 10, D1 agonist -1, RXFP1 antag -7, D2 PAM -10, TRHR agonist -1.1, D2 ag -0.4, D1 antagonist -10 and D1 PAM 1.

Some of these compounds in order of length of the SMILES, falling.
Screening O=C(Nc1nnc(S(=O)(=O)N2CCN(c3ccc(F)cc3)CC2)s1)c1ccc(Cl)cc1 returned TRHR PAM -7, D1 agonist 5, RXFP1 antag -12, D2 PAM 6, TRHR agonist 0.5, D2 ag -0.4, D1 antagonist -10 and D1 PAM 0.
`Cc1ccc2[nH]c(=O)c3cc(C(=O)N(C)c4ccc(C)c(C)c4)sc3c2c1` gave TRHR PAM 3, D2 antag -16, D1 agonist 1, RXFP1 antag -2, D2 PAM -5, TRHR agonist 0.0, D2 ag -1.0, D1 antagonist -6 and D1 PAM 1.
COc1ccc(CCNC(=O)c2cc(-c3cc(C)ccc3O)n[nH]2)cc1OC was read as TRHR PAM 15, D2 antag -11, D1 agonist 0, RXFP1 antag -28, D2 PAM 6, TRHR agonist 0.3, D2 ag 0.4, D1 antagonist -19 and D1 PAM -4.
CCOC(=O)C1CCCN(CC(O)COc2ccc(OC)cc2C(C)(C)C)C1 (stereo not drawn) was read as TRHR PAM 0, D2 antag 1, D1 agonist 1, RXFP1 antag 1, D2 PAM -18, TRHR agonist 0.4, D2 ag 1.1, D1 antagonist 19 and D1 PAM -1.
`Nc1nc(-c2ccc(Br)s2)c(Br)s1` gave TRHR PAM 2, D2 antag 9, D1 agonist 3, RXFP1 antag -5, D2 PAM 12, TRHR agonist 0.3, D2 ag -2.9, D1 antagonist 1 and D1 PAM -1.

The results go on.
For COc1ccc(CN2CCN(Cc3ccccc3F)CC2)cc1OC the results were TRHR PAM 0, D1 agonist 1, RXFP1 antag -9, TRHR agonist 0.5, D1 antagonist -29 and D1 PAM -11.
CC(C)NC(=O)c1ccccc1NC(=O)CN(c1ccc2c(c1)OCO2)S(C)(=O)=O was read as TRHR PAM -1, D2 antag 1, D1 agonist 1, RXFP1 antag 0, D2 PAM -10, TRHR agonist 0.2, D2 ag 1.7, D1 antagonist -10 and D1 PAM 4.
CNC(=O)/C(C#N)=C/c1ccc(-c2nc3ccccc3s2)o1 was read as TRHR PAM -4, D2 antag -9, D1 agonist 2, RXFP1 antag 9, D2 PAM -1, TRHR agonist -1.6, D2 ag 0.3, D1 antagonist -21 and D1 PAM -3.
`COC(=O)c1cccc(-n2cnnn2)c1` gave TRHR PAM 5, D2 antag -7, D1 agonist 1, RXFP1 antag 14, D2 PAM -3, TRHR agonist 0.5, D2 ag 0.2, D1 antagonist 0 and D1 PAM -6.
For COC(=O)CCC(=O)OC1(C)C(=O)C2=CN(CC(C)C)C(c3ccc(OC)cc3)=CC2=C(Br)C1=O (stereo not drawn) the results were TRHR PAM 2, D2 antag 18, D1 agonist 5, D2 PAM -4, TRHR agonist 0.6, D2 ag 0.0, D1 antagonist 12 and D1 PAM 2.
For COc1ccc(CN2CCNC(=O)C2CC(=O)NCc2cnn(C)c2)cc1OC (stereo not drawn) the results were TRHR PAM 1, D2 antag 0, D1 agonist 2, RXFP1 antag -10, D2 PAM 12, TRHR agonist -1.7, D2 ag -1.0, D1 antagonist -2 and D1 PAM 3.
Nc1ccn(CC(=O)N2CCN(c3ccccn3)CC2)c(=O)n1 was read as TRHR PAM -2, D2 antag 0, D1 agonist 0, D2 PAM -24, TRHR agonist 0.1, D2 ag 0.9 and D1 PAM 2.
For c1ccc2nc3c(nc2c1)[nH]c1ccccc13 the results were TRHR PAM -3, D2 antag -13, D1 agonist 2, RXFP1 antag 14, D2 PAM 22, TRHR agonist 0.2, D2 ag 0.4, D1 antagonist 0 and D1 PAM -6.
COC(=O)c1ccc(NC(=O)c2c(C(=O)Nc3ccccc3)sc3nc(C)cc(=O)n23)cc1 was read as TRHR PAM -2, D2 antag 4, D1 agonist 2, RXFP1 antag -2, D2 PAM 3, TRHR agonist 1.8, D2 ag 0.5, D1 antagonist 6 and D1 PAM 5.
Screening O=C1COc2ccc(S(=O)(=O)CCC(=O)N3CCN(c4cccc(C(F)(F)F)c4)CC3)cc2N1 returned TRHR PAM 5, D2 antag -14, D1 agonist 4, RXFP1 antag 8, D2 PAM 5, TRHR agonist -0.4, D2 ag 0.5, D1 antagonist -11 and D1 PAM 1.
Screening COc1ccc(C(=O)Sc2ccc(C)cc2)cc1OC returned TRHR PAM -7, D2 antag -2, D1 agonist 8, RXFP1 antag -4, D2 PAM 1, TRHR agonist 1.2, D2 ag 0.2, D1 antagonist 0 and D1 PAM -4.
CC[N+](C)(CC)CC(O)COCC1COc2ccccc2O1 (stereo not drawn) was read as TRHR PAM -1, D2 antag 5, D1 agonist 0, D2 PAM 7, TRHR agonist 0.1, D2 ag 0.8, D1 antagonist -5 and D1 PAM -3.
For O=S(=O)(NCCNS(=O)(=O)c1ccccc1)c1ccccc1 the results were TRHR PAM -2, D2 antag 0, D1 agonist 1, RXFP1 antag -28, D2 PAM -2, TRHR agonist -0.3, D2 ag 0.6, D1 antagonist 3 and D1 PAM -2.
Cc1cc(C)nc(NN=C2CCCC2)n1 was read as TRHR PAM -1, D2 antag 6, D1 agonist 2, RXFP1 antag 3, D2 PAM 14, TRHR agonist 0.3, D2 ag 0.5, D1 antagonist -16 and D1 PAM -4.
Screening CCC(=O)n1nc(-c2cccnc2)nc1NCc1ccc(F)cc1 returned TRHR PAM 4&-3, D2 antag -5, D1 agonist 0&1, RXFP1 antag -14&-7, D2 PAM 8&9, TRHR agonist -0.4&2.4, D2 ag -0.9&-0.8, D1 antagonist -5&-10 and D1 PAM -10&-2.
`COc1ccc2cc(/C=N/NC(=O)c3ccc(CN(c4ccc(C)c(C)c4)S(C)(=O)=O)cc3)c(Cl)nc2c1` gave TRHR PAM 1, D2 antag -4, D1 agonist 8, RXFP1 antag 6, D2 PAM 3, TRHR agonist -0.5, D2 ag -1.2, D1 antagonist -19 and D1 PAM -2.
`Cn1c(N)nc2ccccc2c1=O` gave TRHR PAM 2, D2 antag -7, D1 agonist 1, RXFP1 antag -27, D2 PAM 10, TRHR agonist 0.7, D2 ag 0.7, D1 antagonist -2 and D1 PAM -6.
CC(C)NCc1nnc(-c2ccc(Cl)cc2)o1 was read as TRHR PAM -2, D2 antag -6, D1 agonist 0, RXFP1 antag 8, D2 PAM 6, TRHR agonist -0.1, D2 ag 1.2, D1 antagonist 11 and D1 PAM -3.
For COCCCNc1oc(-c2ccccc2Cl)nc1C#N the results were TRHR PAM -3, D2 antag 2, D1 agonist 0, RXFP1 antag -5, D2 PAM -1, TRHR agonist -0.1, D2 ag 0.4, D1 antagonist -7 and D1 PAM -2.
CCC(=O)Nc1cccc2c1C(=O)N(C)C2=O was read as TRHR PAM 13, D2 antag 5, D1 agonist 0, RXFP1 antag -17, D2 PAM -1, TRHR agonist -0.6, D2 ag -1.2, D1 antagonist 10 and D1 PAM -4.
For CCc1c(C)sc(NC(=O)c2cc(CC(C)C)on2)c1C#N the results were TRHR PAM 7, D2 antag 22, D1 agonist 1, RXFP1 antag -19, D2 PAM 6, TRHR agonist 0.7, D2 ag 6.8, D1 antagonist 9 and D1 PAM 1.
`CCCOc1ccc(C(=O)NCC(c2ccco2)N(C)C)cc1` (stereo not drawn) gave TRHR PAM 6, D2 antag 5, D1 agonist 2, RXFP1 antag -6, D2 PAM -17, TRHR agonist -0.4, D2 ag -0.4, D1 antagonist 1 and D1 PAM -5.
For CCCCn1c(N)c(N(CCOC)C(=O)c2ccc(C)c(S(=O)(=O)N3CCOCC3)c2)c(=O)[nH]c1=O the results were TRHR PAM -4, D2 antag 23, D1 agonist 3, D2 PAM -7, TRHR agonist 0.1, D2 ag 1.5, D1 antagonist 7 and D1 PAM -8.
COc1ccc(N2C(=O)CSC2c2cccc(OC)c2OC)cc1 (stereo not drawn) was read as TRHR PAM 4, D2 antag 51*, D1 agonist 5, RXFP1 antag -5, D2 PAM 0, TRHR agonist -0.1, D2 ag 0.3, D1 antagonist -2 and D1 PAM 1.

From PubChem BioAssay
